Screening results: PubChem, Broad Institute
PGC1a acetyl inh: inhibitors of PGC1a acetylation signal, primary screen, cell-based, U2OS, AlphaScreen, inhibitor mode. inhibition, % at 15.6 µM. AID 651687, 2012. hit rate 0.17% among 350,000. AlphaScreen anti-acetyl-lysine; with virally co-expressed GCN5 acetyltransferase;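 active means every replicate shows inhibition of at least 40%; inconclusive means mean inhibition at least 40% but some replicate below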;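 further: 0% = neutral control wells and 100% = positive control wells; some results beyond the cut were filed as inactive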
CFTR F508del cor: F508del CFTR correction, initial screen, CFBE line, single point | CFBE cells, YFP halide quenching; stimulated with forskolin plus potentiator P3; % fluorescence drop versus neutral controls | activity (quench increase), % at 7.58 µM | hit rate 0.36% among 350,000;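 active means mean added fluorescence quench of at least 8% versus neutral control, with both replicates also reaching 8%; inconclusive means only one of the mean or replicate conditions met; inactive means mean below 8% and not both replicates reaching 8%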;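 further: cells transiently co-express mutant CFTR-F508del with the halide-sensitive YFP; corrector assay measuring rescue of mutant channel to the surface after 24 h compound exposure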
PglD inh: C. jejuni PglD acetyltransferase inhibitors, primary screen, biochemical, DTNB colorimetric, single point. inhibition, % at 12.5 µM. AID 602405, 2012. hit rate 0.098% among 360,000. purified PglD enzyme, DTNB colorimetric CoA detection; in the data active means inhibition above about 16%, passing the limit was not always enough; inconclusive means no clear call, values can overlap the other calls; further: strong numbers were not always called active
C2C12 statin: suppressors of statin myotoxicity in C2C12 myotubes, primary screen, cell-based, single point, plate reader. rescue of ATP level, % at 7.49 µM. C2C12 myotubes + simvastatin, ATP luminescence, 48 h; scaled: DMSO 0, geranylgeraniol control 100. hit rate 0.78% among 330,000. AID 602340, 2012;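 active means mean ATP rescue above about 67%, or every replicate alone reaching that limit, limit read from the data, passing the limit was not always enough; inconclusive means no clear call, values can overlap the other calls; inactive means mean under the limit and some replicate under it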;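 further: myotubes were challenged with 10 µM simvastatin during compound exposure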
miR-122 sensor: miR-122 Renilla sensor signal increase in Huh7, primary screen, miR-122 inhibitor project, cell-based, single point, plate reader; hit rate 0.3% among 340,000; Huh7 miR-122 Renilla luciferase sensor, 48 h; neutral wells = 0, positive control = 100; activation (reporter increase), % at 12.5 µM;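 active means mean replicate activation score at least 90 and every replicate individually at or above 90; inconclusive means only one of the two criteria met; inactive means neither criterion met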;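 further: higher luciferase means less miR-122 activity so hits act as miR-122 inhibitors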
FN deposition inh: inhibitors of fibronectin matrix deposition, primary screen, AH1F cells, Alexa488-fibronectin fluorescence, plate reader | AH1F fibroblasts, overnight | AID 743247, 2014 | hit rate 0.086% among 350,000 | inhibition, % at 12.6 µM;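 active means mean inhibition across replicates of 30% or more, regardless of how many single replicates reach that level; inconclusive means mean under 30% yet at least half of replicates reach 30%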;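 further: positive control wells lacked labelled fibronectin entirely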
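Measured by – fluorescence 485/525 nm · System – AH1F fibroblast monolayer, labelled fibronectin deposition · Amount – 10000 cells per well · Buffer or medium – serum-reduced DMEM (2% serum) · Doses – single dose, pinned · Also added – fluorescent fibronectin at 24 nM final · Schedule – 1 h cell attachment, overnight exposure to compound and label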
Cneo AK release: Cryptococcus neoformans cell lysis inducers, primary screen, AK release luminescence, single concentration; lysis activity, % at 15 µM; C. neoformans lysis, adenylate kinase release luminescence, 4 h; normalised: neutral wells 0, clomiphene wells 100; hit rate 0.2% among 360,000;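 active means mean lysis activity across replicates of at least 80%, whatever share of replicates individually reach that level; inactive means mean lysis activity below 80%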
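Material – Cryptococcus neoformans yeast cells · Quantity – 5 × 10^6 yeast cells/mL · Buffer or medium – YPD medium · Compound – single dose · Timing – 4 h static compound exposure, 37 °C, read 1 h post-reagent · Signal – adenylate kinase release luminescence · Read-out basis – lysis from increased AK signal · Benchmarks – Clomiphene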
INS-1E GSIS act: GLuc luminescence reporter in INS-1E cells, primary screen for activators of glucose-dependent secretion of insulin. activation, % at 16.6 µM. INS-1E GLuc reporter insulin secretion, 2-3 h. AID 743287, 2014. hit rate 0.61% among 370,000;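 active means lowest replicate activation of at least 40%, so every replicate reaches that level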;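 further: 0% = median of neutral control wells and 100% = median of IBMX positive control wells; some compounds called inactive have numbers as strong as hits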
* = called active by the depositor; ? = inconclusive; nt = no result given; & = joins results of further samples. This is a subset; count on the stated rates, not on these rows.

SMILES	PGC1a acetyl inh	CFTR F508del cor	PglD inh	C2C12 statin	miR-122 sensor	FN deposition inh	Cneo AK release	INS-1E GSIS act
Cc1c(C)n(Cc2ccccc2)c2ccc(C(=O)OCCN(C)C)cc12	-20	-0.1	6	0	0	nt	0	5
Cc1cc(=O)oc2cc(O)ccc12	-12	-2.2	2	-2	-1	nt	2	9
O=C(O)Cc1cn(-c2ccccc2)nc1-c1ccc(Cl)cc1	9	-2.5	nt	nt	nt	-5	nt	-9
CCc1cccc(CC)c1NC(=O)CN(CC(=O)O)CC(=O)O	11	2.2	2	3	1	-7	2	nt
CC[C@]12CCCN3CCc4c(n(c5ccccc45)[C@](O)(C(=O)OC)C1)[C@@H]32	nt	-4.1	2	8	-5	-7	-1	3
CCCOc1ccc(C(=O)OCCN(CC)CC)cc1N	-9	-4.0	2	4	10	-1	0	nt
Cc1scc2c1N(C(=O)CN1CCN(C)CC1)c1ccccc1NC2=O	17	-0.8	-2	0	0	-2	-1	nt
O=C(O)Cc1sc(-c2ccccc2)nc1-c1ccc(Cl)cc1	0	1.6	0	8	1	3	-1	nt
CC(C)(C)NCC(O)COc1cccc2c1CC(O)C(O)C2 (stereo not drawn)	1	1.4	-3	-1	-4	-8	-1	nt
N=c1nc(N2CCCCC2)cc(N)n1O	10&-16	4.0&-6.4	2&3	6&-7	-4&-1	1&0	0&-3	5&0
C[C@@H]1C[C@H]2[C@@H]3CCC4=CC(=O)C=C[C@]4(C)[C@@]3(Cl)[C@@H](O)C[C@]2(C)[C@@]1(OC(=O)c1ccco1)C(=O)CCl	-16	-18	0	1	4	-10	2	nt
CN(C)S(=O)(=O)n1cc(/C=C(\NC(=O)c2ccccc2)C(=O)NCCCn2ccnc2)c2ccccc21	-7	0.1	3	-3	30	-9	-5	3
O=C1c2c(O)ccc(O)c2C(=O)c2c(NCCNCCO)ccc(NCCNCCO)c21	9	7.6&1.9	3	-37	3&-22	0&24	-1	0
CCCC1(c2ccccc2)NC(=O)N(CC(=O)N(C)Cc2c(F)cccc2Cl)C1=O (stereo not drawn)	7	-0.1	-3	3	-2	-1	0	-45
COc1cc(C=O)ccc1O	nt	0.0	-5	11	-1	5	1	1
CN(C)C/C=C(\c1ccc(Br)cc1)c1cccnc1	nt	-16	0	-8	2	-11	1	nt
CCCCCCCCCCCCCCCC(O)C(N)CO (stereo not drawn)	35	-3.3	1	4	13	-9	4	nt
C/C(=N\NC(=S)NCc1ccccc1)C1CCCCC1	-11	-3.4	nt	nt	nt	-2	nt	21
Nc1ncnc2c1c(-c1ccc(Oc3ccccc3)cc1)cn2C1CCCC1	5	4.6	0	-51	-8	2	3	nt
CCCCOc1cc(C(=O)OCCN(CC)CC)ccc1N	-6&9	-3.1&-0.8	2&7	1&10	1&6	-3&-3	-1&-1	nt
CCCC(=O)O[C@]1(C(=O)COC(C)=O)CC[C@H]2[C@@H]3C[C@H](F)C4=CC(=O)C=C[C@]4(C)[C@@]3(F)[C@@H](O)C[C@@]21C	-1	-0.1	-6	18	1	-10	-1	nt
Cn1ccc2cc3c(cc21)CCN3C(=O)Nc1cccnc1	-3	4.0	-1	-5	3	-19	-2	nt
O=C(c1ccccn1)N(Cc1cccs1)C1(C(=O)NC2CCCCC2)CCCCC1	-10	5.9	4	-7	19	4	0	nt
Cc1nc2c3ccccc3nc(NNC(=O)CCC(=O)N3CCN(c4ccccc4F)CC3)n2n1	-2	-2.8	1	11	nt	4	2	2
CC1(C)O[C@@H]2C[C@H]3[C@@H]4C[C@H](F)C5=CC(=O)C=C[C@]5(C)[C@@]4(F)[C@@H](O)C[C@]3(C)[C@]2(C(=O)CO)O1	6	2.8	1	8	1	-6	3	nt
C=C[C@H]1CN2CC[C@H]1C[C@H]2[C@H](O)c1ccnc2ccc(OC)cc12	-11&-6	-4.2&1.6	-1&-6	0&6	0&0	-3&-4	-1&2	nt
CCN(CCCCOC(=O)c1ccc(OC)c(OC)c1)C(C)Cc1ccc(OC)cc1 (stereo not drawn)	nt	-3.9	0	0	2	-3&-5	0	2
CC(C)(C)NCC(O)COc1cccc2c1C[C@H](O)[C@H](O)C2 (stereo partly drawn)	-4	-2.1	3	5	1	-11	1	nt
COC(=O)N/N=C/c1c[n+]([O-])c2ccccc2[n+]1[O-]	2	-3.9	-1	1	-1	4	4	6
CC(Cc1cccc(C(F)(F)F)c1)NCCOC(=O)c1ccccc1 (stereo not drawn)	-11	1.7&-7.5	2&4	8&10	3&-3	-5&-7	2&-1	nt
CC(=O)OCC(=O)[C@@]1(O)CC[C@H]2[C@@H]3CCC4=CC(=O)C=C[C@]4(C)[C@@]3(F)[C@@H](O)C[C@@]21C	3	3.6	-1	11	-1	-3	-2	nt
CCC(C(=O)Nc1ccccc1N1CCCC1)c1ccccc1 (stereo not drawn)	nt	2.7	4	3	5	9	-9	5
CN[C@@H]1[C@H](O)[C@H](NC)[C@H]2O[C@@]3(O)C(=O)C[C@@H](C)O[C@H]3O[C@@H]2[C@H]1O	5	1.5	1	2	-3	6	2	4
O=[N+]([O-])c1cncn1CCN1CCOCC1	10	4.7	-3	-6	nt	nt	-1	12
COc1ccc(C(=O)c2ccccc2)c(O)c1	3	nt	5	-2	-2	nt	10	nt
CCCC(=O)O[C@]1(C(=O)CCl)[C@@H](C)C[C@H]2[C@@H]3CCC4=CC(=O)C=C[C@]4(C)[C@@]3(F)C(=O)C[C@@]21C	-40	0.3	0	1	2	-9	-1	nt

Reprinted from the part before: 2 entries; new compounds follow.
SMILES	PGC1a acetyl inh	CFTR F508del cor	PglD inh	C2C12 statin	miR-122 sensor	FN deposition inh	Cneo AK release	INS-1E GSIS act
COc1ccc(C(=O)c2ccccc2)c(O)c1	3	nt	5	-2	-2	nt	10	nt
CCCC(=O)O[C@]1(C(=O)CCl)[C@@H](C)C[C@H]2[C@@H]3CCC4=CC(=O)C=C[C@]4(C)[C@@]3(F)C(=O)C[C@@]21C	-40	0.3	0	1	2	-9	-1	nt
CN(C)CC/C=C1/c2ccccc2COc2ccc(CC(=O)O)cc21	-1	-0.9	4	7	-6	-3	16	nt
CCc1ccccc1OC[C@@H](O)CN[C@H]1CCCc2ccccc21	-14	3.0	-1	-13	3	1	0	nt
O=C1NC(=S)S/C1=C\C=C\c1ccc([N+](=O)[O-])o1	-73	-17	-7	nt	?	-2	1	-63
O=C(O)c1cc(=O)c2ccccc2o1	-2	1.1	-3	-6	nt	9	1	3
COc1cc(C2Oc3cc(C4Oc5cc(O)cc(O)c5C(=O)C4O)ccc3OC2CO)ccc1O (stereo not drawn)	-2	1.5	1	-2	-5	7	-3	-19
C=C[C@H]1CN2CCC1C[C@H]2[C@H](O)c1ccnc2ccc(OC)cc12 (stereo partly drawn)	?	-0.9	-3	-7	6	-3	1	nt
CCCCCCCCCCCCCCC[C@@H](O)[C@@H](N)CO	-2	-2.8	0	4	-33	-5	-3	nt
C[C@H](CCC(=O)O)[C@H]1CC[C@H]2[C@@H]3[C@H](O)C[C@@H]4C[C@H](O)CC[C@]4(C)[C@H]3CC[C@]12C	nt	1.7	-1	4	5	-2	0	nt
O=C(Nc1cc(-c2ccccc2)nn1-c1ccccc1F)c1ccc([N+](=O)[O-])cc1	-7	-2.4	-3	10	2	7	2	-4
O=C(NC1CCN(CCc2c[nH]c3ccccc23)CC1)c1ccccc1	1	-0.5	-1	3	-3	0	1	3
CC1O[C@@H](OCC2O[C@@H](Oc3cc(O)c4c(c3)OC(c3ccc(O)cc3)CC4=O)[C@H](O)[C@@H](O)[C@@H]2O)[C@H](O)[C@H](O)[C@H]1O (stereo partly drawn)	-7	-0.5	-3	-18	-7	nt	-1	0
CC(C)NNC(=O)c1ccncc1	nt	-3.3	1	-2	1	2	-1	nt
CCCCN(CCCC)CCCOC(=O)c1ccc(N)cc1	nt	3.5	-5	2	7	3	0	nt
COc1cc(N)c(Cl)cc1C(=O)N[C@H]1CCN(CCCOc2ccc(F)cc2)C[C@H]1OC	-8	nt	12	2	-1	-9	0	nt
Nc1c2ccccc2nc2ccccc12	12&21	20*	0&-4	45	-22&-24	6&9	0&5	-6&-22

Gathered by group: the compounds so far with an aryl methoxy group (seven)
SMILES	PGC1a acetyl inh	CFTR F508del cor	PglD inh	C2C12 statin	miR-122 sensor	FN deposition inh	Cneo AK release	INS-1E GSIS act
COc1cc(C=O)ccc1O	nt	0.0	-5	11	-1	5	1	1
C=C[C@H]1CN2CC[C@H]1C[C@H]2[C@H](O)c1ccnc2ccc(OC)cc12	-11&-6	-4.2&1.6	-1&-6	0&6	0&0	-3&-4	-1&2	nt
CCN(CCCCOC(=O)c1ccc(OC)c(OC)c1)C(C)Cc1ccc(OC)cc1 (stereo not drawn)	nt	-3.9	0	0	2	-3&-5	0	2
COc1ccc(C(=O)c2ccccc2)c(O)c1	3	nt	5	-2	-2	nt	10	nt
COc1cc(C2Oc3cc(C4Oc5cc(O)cc(O)c5C(=O)C4O)ccc3OC2CO)ccc1O (stereo not drawn)	-2	1.5	1	-2	-5	7	-3	-19
C=C[C@H]1CN2CCC1C[C@H]2[C@H](O)c1ccnc2ccc(OC)cc12 (stereo partly drawn)	?	-0.9	-3	-7	6	-3	1	nt
COc1cc(N)c(Cl)cc1C(=O)N[C@H]1CCN(CCCOc2ccc(F)cc2)C[C@H]1OC	-8	nt	12	2	-1	-9	0	nt
